Source: PubChem BioAssay
MLL CXXC-DNA inh: qHTS Fluorescence Polarization Assay for Inhibitors of MLL CXXC domain - DNA interaction; 0.037% of 290,000 active; Potency, µM (titrated, usually from 115 µM), without a hit: at the highest dose activity change, negative = inhibition, hits mostly inhibitors; MLL-CXXC / FITC-HOXA9 DNA fluorescence polarization; Histone-lysine N-methyltransferase 2A (Homo sapiens), Q03164; AID 2662, 2010; active means well fitted inhibition curve with a large enough effect in the polarisation, with a control signal flat, not every such curve was filed as active; inconclusive means small, poorly fitted or top-dose-only effect, or effect the other way, or a change in a side signal; inactive means no such curve, though single readings can be large or run the other way; the % refers to the polarisation
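Fluorescence polarization: 7 uM MLL-CXXC (stock) preincubated 5 min with compounds, then 50 nM fluorescein-HOX-A9 DNA (stock) added; 30 min ambient. Buffer 50 mM Tris-HCl pH 7.5, 50 mM NaCl, 1 mM DTT, 0.05% BSA.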
RORg inh: qHTS for inhibitors of ROR gamma transcriptional activity | Drosophila S2 Gal4-RORgamma UAS-luciferase reporter, 20 h | Potency, µM (titrated, usually from 53.6 µM), for inactives: top-dose activity change, negative = inhibition, actives largely listed as inhibitors | 5.4% of 310,000 active | Nuclear receptor ROR-gamma (Mus musculus), P51450; further: on the % scale 0 is the no-effect control and ±100 the full control effect; nearly all actives have a fitted effect of over 60% in size
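Compounds are pin-transferred onto Drosophila Schneider cells expressing a copper-inducible Gal4–ROR gamma transactivation domain fusion. After 1 hr, copper sulfate is added to 700 uM final; luciferase is read 20 hr later.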
VP16 counter: VP16 counterscreen qHTS for inhibitors of ROR gamma transcriptional activity. Drosophila S2 Gal4-VP16 UAS-luciferase, luminescence, 20 h. Potency, µM (doses to about 53.6 µM), inactives show at the top dose activity, negative = inhibition, actives largely listed as inhibitors. 3.5% of 310,000 active. AID 2546, 2010;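 further: Gal4-VP16 expression switched on by copper sulfate through the metallothionein promoter; on the % scale 0 is the no-effect control and ±100 the full control effect; nearly all actives have a fitted effect of over 50% in size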
uPA surface inh: qHTS for Inhibitors of Cell Surface uPA Generation | cell surface uPA generation assay, qHTS | AID 540303, 2011 | Potency, µM (series often up to 38.3 µM), for the others: at the top dose activity change, negative = inhibition, hits mostly inhibitors | 0.31% of 330,000 active; active means well fitted inhibition curve with a large enough effect; inconclusive means small, poorly fitted or top-dose-only effect; inactive means no such curve, though single readings can be large or run the other way; tested in mouse RAW 264.7 cells; further: on the % scale 0 is the no-effect control and ±100 the full control effect; nearly all actives have a fitted effect of over 55% in size
BRCA1 expr up: qHTS Assay to Identify Small Molecule Activators of BRCA1 Expression; 1.1% of 380,000 active; MCF7-BRCA1-FFLuc reporter, luminescence, 48 h; response scale: scaled: vehicle 0%, 10 µM genistein 100%; Potency, µM (top dose mostly 46.1 µM), without a hit: at the top dose activation, actives largely listed as activators; further: nearly all actives have a fitted effect of over 80% in size; some results filed as inactive show a strong effect at the top dose
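MCF7-BRCA1-FFLuc cells, 2000/well in phenol-red-free MEM, attached 2 h then treated 48 h at 37 C. Luciferase luminescence read 15 min after reagent; normalized to genistein maximum activation (10microM) and DMSO, concentration-response fitted.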
Rab9 promoter act: qHTS Assay for Rab9 Promoter Activators; AID 485297, 2010; Huh7 Rab9 promoter-luciferase reporter, luminescence, 24 h; Potency, µM (top dose mostly 9.22 µM), for inactives: at the highest dose activation, negative = inhibition, hits mostly activators; 2.8% of 320,000 active; further: % of control where 0% means no effect; nearly all actives have a fitted effect of over 60% in size
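Luminescence read-out: Huh7 cells stably expressing Rab9-luciferase, treated 24 h with compound at 37 °C, then lysed with luciferase reagent for 10 min at ambient before reading.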
MBNL1-CUG inh: qHTS Assay for Inhibitors of MBNL1-poly(CUG) RNA binding | Potency, µM (doses to about 57.5 µM), inactives show at the highest dose activity change, negative = inhibition, usual class: inhibitors | 0.036% of 280,000 active | Muscleblind-like protein 1 (Homo sapiens), Q9NR56 | TR-FRET MBNL1-His/biotin-(CUG)12 binding, 665/545 ratio | AID 2675, 2010; active means well fitted inhibition curve with a large enough effect in the signal ratio, with a control signal flat, not every such curve was filed as active; inconclusive means small, poorly fitted or top-dose-only effect, or effect the other way, or a change in a side signal; inactive means no such curve, though single readings can be large or run the other way; the % refers to the signal ratio; further: on the % scale 0 is the no-effect control and ±100 the full control effect
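Compounds (final 92 nM to 58 uM) are added to His-tagged MBNL1 and biotin-(CUG)12, then terbium anti-His antibody and streptavidin-XL665 (5 nM final). After 60 min at room temperature, the 665/545 nm ratio is read.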
NPC1 prom act: qHTS Assay for NPC1 Promoter Activators; Huh7 NPC1 promoter luciferase reporter, 24 h; Potency, µM (highest dose often 9.22 µM), without a hit: at the top dose activation, most hits filed as activators; 2.4% of 320,000 active;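 further: % of control where 0% means no effect; nearly all actives have a fitted effect of over 60% in size; reporter is driven by a mutant NPC1 promoter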
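Readout is luciferase luminescence, reflecting NPC1 promoter activation in stably transfected Huh7 cells after 24 h compound exposure at 37 °C in reduced-serum medium with 10% FBS.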
p53 reactivator: qHTS assay for re-activators of p53 using a Luc reporter; AID 504706, 2011; Potency, µM (titrated, usually from 92.2 µM), for the others: at the top dose activity change, positive = activation, usual class: activators; H1299 p53-A138V BP100-luciferase reporter, luminescence, 24 h; 0.063% of 320,000 active; further: % of control where 0% means no effect; nearly all actives have a fitted effect of over 45% in size
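H1299 (p53-null), stable ts p53-A138V + BP100-Luc; 1000 cells/well, Opti-MEM/10% FBS; cpd 4 pt, 1:5; 24 h, 37 deg C, 5% CO2; detection reagent 10 min RT; luminescence.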
ELG1 genotoxic: qHTS screen for small molecules that induce genotoxicity in human embryonic kidney (HEK293T) cells expressing luciferase-tagged ELG1; HEK293T ELG1-luciferase reporter, luminescence, 16 h; Potency, µM (series often up to 46 µM), without a hit: at the highest dose activity change, positive = activation, usual class: activators; 1.3% of 330,000 active; AID 504466, 2011; further: % of control where 0% means no effect; nearly all actives have a fitted effect of over 60% in size
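Quantitative HTS format in 1536-well plates. HEK293T ELG1-luciferase reporter cells receive test compound and are incubated 16 hr at 37 °C, 5% CO2; ONE-Glo added, 30 min room temperature, then luminescence read.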
FLuc counter: qHTS profiling assay for firefly luciferase inhibitor/activator using purifed enzyme and Km concentrations of substrates (counterscreen for miR-21 project); Luciferin 4-monooxygenase (Photinus pyralis), P08659; Potency, µM (doses to about 57.5 µM), without a hit: at the top dose activity change, negative = inhibition, usual class: inhibitors; 6.9% of 360,000 active; purified FLuc, Km substrates, luminescence inhibition;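 further: plate controls were vehicle for no effect and reference inhibitor for full effect; nearly all actives have a fitted effect of over 55% in size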
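Purified P. pyralis luciferase, 10 nM final, with Km-level 10 uM D-luciferin and 10 uM ATP in 50 mM Tris acetate pH 7.5, 10 mM Mg acetate, 0.01% Tween-20, 0.05% BSA; 6-point qHTS titration about 60 µM downward; luminescence read.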
Active calls of the source: *; ? = inconclusive; . = not tested or not shown; [ ] = dose if it differs, or a comment. Unless noted, the call rests on the fitted dose curve; in most records, active means well fitted curve in the direction sought with a large enough effect; inconclusive means small, poorly fitted or top-dose-only effect, or another doubt; inactive means no such curve, though single readings can be large; an effect the other way counts as inactive or inconclusive. Potency means the concentration at half of the fitted maximal effect. Only part of the results is shown; rates above refer to the full screens.

SMILES	MLL CXXC-DNA inh	RORg inh	VP16 counter	uPA surface inh	BRCA1 expr up	Rab9 promoter act	MBNL1-CUG inh	NPC1 prom act	p53 reactivator	ELG1 genotoxic	FLuc counter
NS(=O)(=O)c1ccc(-c2ccc(/C=C3\C(=O)Nc4cc(Cl)ccc43)o2)cc1	1%	?	?	-2%	-54%	1%	?	0%	-4%	5%	0%
Cc1ccc(C(=O)N/C(=C\c2ccco2)C(=O)NCCN2CCOCC2)cc1	7%	-1%	-13%	-1%	-20%	4%	12%	-1%	-6%	4%	-2%
COc1cccc(/C(C#N)=C/c2c(-c3ccc(Cl)cc3)nc3c(C)cccn23)c1	11%	4%	2%	0%	-39%	-6%	-1%	-2%	-1%	-17%	6%
COc1ccc(S(=O)(=O)N2CCN(CC(O)COc3ccc(CC#N)cc3)CC2)cc1OC (stereo not drawn)	11%	16%	3%	-2%	-9%	-2%	-1%	-1%	-5%	0%	-1%
CCn1c(=S)[nH]c2sc3c(c2c1=O)CCCCC3	-1%	0.45µM*	1.1µM*	?	5%	10%	4%	1%	16%	-2%	?
Nc1cc(N)nc(SCC(=O)N2CCc3ccccc32)n1	1%	?	?	0%	?	?	1%	?	25%	13%	?
COc1ccc2c(c1)c(=O)cc(C)n2CC(=O)NCc1ccco1	4%	26%	11%	-2%	-31%	0%	9%	0%	1%	-10%	4%
COc1ccc(NC(=S)N2CCN(S(=O)(=O)c3ccccc3)CC2)cc1	-3%	-11%	-3%	-2%	8%	-4%	-3%	-1%	-8%	1%	0%
COc1ccccc1Nc1nc2ccc(C)cc2cc1C#N	-18%	0%	-9%	-4%	-28%	16%	-4%	19%	1%	1%	12µM*
CCc1ccc(OCC(=O)Oc2ccc([N+](=O)[O-])cc2)cc1	-6%	-2%[1.91 µM]	2%	16%	-2%	-1%	3%	2%	6%	0%	?
CN(C)c1ccc(C=Nc2cnn(C)c2C(N)=O)cc1	-4%	15%	-3%	-6%	28%	1%	?	-4%	25%	?	4.8µM*
CCOC(=O)CSc1nnc(CNC(=O)c2ccc(OC)cc2)n1C1CCCCC1	0%	29%	1%	3%	-3%	2%	-6%	2%	2%	0%	4%
C=CCNc1nnc(C)c2ccccc12	-9%	-10%	2%	-3%	18%	3%	-5%	10%	1%	-5%	0%
CCOC(=O)c1cnn(-c2cc(C)nc3c(-c4ccc(Cl)cc4)c(C)nn23)c1N	3%	20%	-3%	.	.	2%	-18%	-3%	1%	2%	5%
CCCn1nnc(NC(=O)c2ccc([N+](=O)[O-])cc2Cl)n1	1%	5%	?	-1%	45%	?	?	12%	?	11%	?
c1ccn(-c2ccc(-c3ccn[nH]3)cc2)c1	1%	?	-7%	?	5µM*	?	3%	?	?	18%	11µM*
C=C(C)c1cccc(C(C)(C)NC(=O)Nc2ccccc2OCC)c1	6%	0%	-23%	6%	-24%	-6%	.	-8%	6%	0%	5%
O=C(CCC(=O)Nc1cc(C(F)(F)F)ccc1Cl)N/N=C\c1cc([N+](=O)[O-])ccc1O	-2%	2.5µM*	8.9µM*	-5%	-73%	-5%	5%	-4%	6%	11%	2%
Cc1occc1-c1nnc(SCC(N)=O)o1	-5%	-4%	-2%	1%	21%	-2%	3%	-4%	18%	3%	4%
CC(=O)Nc1ccc(S(=O)(=O)NC(C)C(=O)OCC(=O)NC2CCCC2)cc1 (stereo not drawn)	1%	-8%	4%	1%	-13%	-5%	.	1%	-6%	0%	4%
CCN(C(=O)COC(=O)c1ccc(S(=O)(=O)N2CCCc3ccccc32)cc1)C1CCS(=O)(=O)C1 (stereo not drawn)	1%	-6%	1%	2%	11%	0%	-4%	-1%	0%	1%	1%
CCN(CCCCCN(C)C)Cc1cc2ccccc2o1	14%	1%	-9%	6%	-23%	-3%	4%	0%	8%	-3%	7%
CCOc1ccc(N2CC(C(=O)Nc3cccc(C(=O)NC4CC4)c3)CC2=O)cc1 (stereo not drawn)	.	.	.	-5%	-10%	-13%	.	0%	-9%	0%	.
Cc1cccc(C(=O)Nc2cc(S(=O)(=O)N3CCOCC3)ccc2N2CCCC2)c1	.	.	.	-2%	-29%	-6%	.	-2%	-6%	0%	1%
CCC1=C/C(=C/c2sc3ccccc3[n+]2CC)CC(C)(C)C1	29%	21%	1%	-11%	-37%	-20%	4%	-12%	9%	-3%	-18%
CCCCC(NC(=O)Cc1c(C)c2cc3c(-c4ccccc4)coc3c(C)c2oc1=O)C(=O)O (stereo not drawn)	9%	1%	3%	2%	-20%	6%	-6%	1%	-2%	2%	-5%
O=C1NC(=O)C(CC(=O)N(Cc2ccco2)C2(C(=O)NC3CCCC3)CCCCC2)N1 (stereo not drawn)	-2%	3%	8%	2%	-28%	-5%	-3%	-1%	0%	-3%	0%
COC(=O)C1=C(C)N(C(C)c2ccccc2)C(=O)C1 (stereo not drawn)	7%	-19%	5%	-1%	-13%	5%	?	7%	?	0%	-2%
O=C(Nc1nnc(CCN2CCCCC2)s1)C1CCCCC1	5%	-10%	-2%	10%	-21%	-9%	6%	2%	29%	-1%	2%
CCOc1ccc(S(=O)(=O)N2CCN=C2c2ccccc2)c(C)c1C	-6%	?	-1%	-2%	-30%	-7%	-5%	-5%	-8%	-7%	4%
Cc1ccc(NS(=O)(=O)c2ccc3c(c2)CC(=O)N3)c(C)c1	.	0%	-14%	-3%	-6%	-4%	-8%	0%	.	4%	1%
CN(C(=O)CSc1nnc(-c2ccco2)n1C)C1CCCCC1	.	.	.	-1%	-2%	1%	.	-6%	2%	2%	9%
C[C@@]12C(=O)N(c3ccc(F)cc3)C(=O)N1[C@@H]1c3ccccc3OC[C@@H]1[C@H]2c1ccccc1	14%	12%	-4%	-10%	-12%	2%	-1%	-2%	3%	-6%	1%
CCOc1ccc(-n2c(-c3ccco3)n[nH]c2=S)cc1	5%	2.8µM*	?	-4%	-12%	0%	-4%	-2%	3%	-3%	7%
CCC(C)[C@H]1CNC(=S)N1CCc1cc(C(F)(F)F)cc(C(F)(F)F)c1 (stereo partly drawn)	-15%	2.2µM*	4µM*	-6%	-29%	3%	6%	0%	4%	-8%	0%
CC(=O)N1CCOc2ccc(S(=O)(=O)N3CCN(c4cccc(C(F)(F)F)c4)CC3)cc21	39%[activator]	31%	-14%	0%	-3%	-5%	-1%	-5%	-2%	-3%	5%
Cc1cc(-c2ccccc2)n2nc(C)c(C#N)c2n1	0%	20%	25%	-7%	-43%	13%	-6%	0%	-4%	3%	6%[2.3 µM]
COc1ccc(-c2c3c(=O)n(C)c(=O)n(C)c3cn2N2CCOCC2)cc1	-3%	-1%	-1%[0.365 µM]	-6%	-31%	-8%	-4%	-1%	5%	18%	0%
CC1(C)Cc2nc3sc(C(=O)O)c(N)c3cc2CS1	3%	-1%	3%	.	.	-7%	40%[activator]	0%	-3%	-2%	?
CCCCN(C(=O)c1cc(-c2ccco2)nc2ccccc12)c1c(N)n(CCCC)c(=O)[nH]c1=O	.	.	.	3%	-5%	7%	.	8%	-1%	-8%	-12%
COc1cc(NC(=O)C2CCCN2C(=O)OCc2ccccc2)cc(OC)c1 (stereo not drawn)	4%	5%[0.365 µM]	.	21%	-5%	-2%	-5%	1%	-1%	-4%	-1%
CCN1C(=O)/C(=C\c2cccn2-c2ccc([N+](=O)[O-])cc2)N(CC)C1=S	3%	-5%	?	0%	-3%	-2%	?	-8%	-4%	10%	-1%
COc1cccc(N2C(N)=NC(N)=NC2(C)C)c1	2%	-9%	-2%	?	-26%	2%	-11%	4%	2%	1%	0%
O=C(CSc1nnc(-c2cccs2)n1-c1ccccc1)N1CCCC1	-8%	39%	7%	.	0%	3%	7%	-2%	-5%	-1%	1%
O=c1[nH]c2cc(Cl)c(Cl)cc2[nH]c1=O	-4%	20%	-12%	.	.	16%[46.1 µM]	.	24%[46.1 µM]	.	.	.
CC(=O)Nc1ccccc1OCC(=O)N(Cc1ccccc1)C(C)C	?	14%	-8%	-4%	-28%	-10%	.	-1%	7%	4%	-1%
